# Source: PubChem BioAssay (several laboratories)
# MsrA inh: inhibits bovine methionine sulfoxide reductase A; purified bovine MsrA, absorbance read-out; inhibition, % at 15.5 µM; 0.75% of 360,000 active; AID 651718; in the data active = inhibition above about 4.5%;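 note: 0% = vehicle wells with enzyme and 100% = reference inhibitor wells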
# NadD block: blocks S. aureus nicotinate mononucleotide adenylyltransferase; 0.78% of 360,000 active; AID 602399; purified NadD enzyme, colorimetric absorbance read-out; inhibition, % at 20 µM; in the data active = inhibition above about 26%; note: some compounds past the cut are filed as inactive
# Scp-1 inhibitor: Scp-1 (human) phosphatase inhibition; Recombinant Scp1, phosphopeptide, malachite green phosphate absorbance; 0.88% of 340,000 active; inhibition, % at 20 µM; AID 493091;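 active = inhibition above about 50% at 20 µM, limit read from the data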;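 note: plate controls were DMSO wells with enzyme for no effect and wells lacking enzyme for full effect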
#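 Test system – truncated SCP-1 phosphatase (76-261aa) · Reagent – Phosphorylated 17-residue peptide substrate · Incubation – 45 min room-temperature reaction, 5 min colour, 30 min stabiliser · Detection – colorimetric phosphate reagent with accelerator and stabiliser, absorbance at 630 nm · Measure – % inhibition at 20 µM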
# Tb MetRS inh: blocks T. brucei methionyl-tRNA synthetase activity; purified T. brucei MetRS, ATP depletion, Kinase-Glo luminescence; AID 624268; 0.4% of 360,000 active; inhibition, % at 11.9 µM;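 active = inhibition above a per-plate cutoff of the control wells' mean inhibition plus 3 SD, cut at about 5.5% in these data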;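 note: 0% = DMSO wells median and 100% = median of wells with control inhibitor compound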
#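 System: purified T. brucei MetRS enzyme / Detection: Kinase-Glo luciferase luminescence reporting remaining unconsumed ATP / Medium: HEPES buffer with MgCl2, KCl, DTT, spermine, BSA, pyrophosphatase / Replication: singlicate, one well per compound / Evaluation: percent inhibition relative to median high and low control wells / Schedule: 2 h aminoacylation at 25 °C after 15 min preincubation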
# STEP inh: STEP (human) phosphatase inhibition. AID 588621. 0.25% of 360,000 active. inhibition, % at 20 µM. recombinant STEP, OMFP fluorogenic substrate, fluorescence. P54829;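 active = inhibition at 20 µM, scaled per plate between control wells, above about 37%, limit read from the data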;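 note: 0% = DMSO with enzyme and substrate and 100% = substrate only without enzyme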
# Target sequence (P54829 whole entry, looked up): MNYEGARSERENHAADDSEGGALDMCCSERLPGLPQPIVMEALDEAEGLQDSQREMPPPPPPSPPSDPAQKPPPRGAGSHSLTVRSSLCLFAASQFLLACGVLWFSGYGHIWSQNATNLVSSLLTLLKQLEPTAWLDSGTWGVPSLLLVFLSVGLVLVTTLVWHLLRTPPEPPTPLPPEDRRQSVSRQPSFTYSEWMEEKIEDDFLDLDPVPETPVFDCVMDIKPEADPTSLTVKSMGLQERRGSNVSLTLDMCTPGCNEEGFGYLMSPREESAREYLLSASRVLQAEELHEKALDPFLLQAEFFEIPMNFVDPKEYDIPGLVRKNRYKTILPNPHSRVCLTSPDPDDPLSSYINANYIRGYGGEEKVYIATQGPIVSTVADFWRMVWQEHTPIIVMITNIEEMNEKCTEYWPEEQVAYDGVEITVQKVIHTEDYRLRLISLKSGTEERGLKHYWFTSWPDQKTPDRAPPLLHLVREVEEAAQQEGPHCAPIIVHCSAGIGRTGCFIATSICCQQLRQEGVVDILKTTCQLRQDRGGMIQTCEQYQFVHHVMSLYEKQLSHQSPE
#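 Assay system: isolated STEP enzyme / Timing: 20 min at room temperature, dark / Doses: 20 µM, 1% DMSO / Technique: fluorescence intensity, excitation 480 nm, emission 540 nm / Reagent: fluorogenic phosphatase substrate OMFP at 25 µM final / Measure: percent inhibition scaled to no-enzyme and uninhibited-enzyme controls, plate-pattern corrected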
# Rpn11 block: blocks the human proteasome subunit Rpn11; AID 588493; O00487; calls only at 20 µM; 0.59% of 360,000 active; human 26S proteasome, Ub4-pepOG fluorescence polarization; 20S core pre-blocked with epoxomicin;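 active = inhibition at 20 µM, scaled to each plate's controls, above about 33%, limit read from the data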
# Target sequence (O00487 whole entry, looked up): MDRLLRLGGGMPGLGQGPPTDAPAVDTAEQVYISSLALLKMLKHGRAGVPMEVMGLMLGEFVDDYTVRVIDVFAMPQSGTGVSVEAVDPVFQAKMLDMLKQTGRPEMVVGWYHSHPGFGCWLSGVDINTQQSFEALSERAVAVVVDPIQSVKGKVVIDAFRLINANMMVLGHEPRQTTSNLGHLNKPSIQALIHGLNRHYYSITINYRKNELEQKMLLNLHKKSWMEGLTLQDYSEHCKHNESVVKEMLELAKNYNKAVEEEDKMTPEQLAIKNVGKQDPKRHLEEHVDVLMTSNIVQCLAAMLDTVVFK
# SUMO1-SIM PPI: modulators of human SUMO1-mediated protein-protein interactions; inhibition, % at 20 µM; SUMO1 binding to a labelled peptide, TR-FRET, 1 h; P63165; AID 602429; 0.33% of 360,000 active; in the data active = inhibition above about 37%
# LMPTP inh: LMPTP (human) inhibition; P24666; recombinant LMPTP-A, OMFP fluorogenic substrate, fluorescence intensity; inhibition, % at 20 µM; 0.22% of 360,000 active; AID 651560;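 active = compounds that cut the enzyme signal by at least half of the control window in the single-dose screen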;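 note: plate controls were DMSO wells with enzyme plus substrate for no effect and substrate without enzyme for full effect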
# Target sequence (P24666 whole entry, looked up): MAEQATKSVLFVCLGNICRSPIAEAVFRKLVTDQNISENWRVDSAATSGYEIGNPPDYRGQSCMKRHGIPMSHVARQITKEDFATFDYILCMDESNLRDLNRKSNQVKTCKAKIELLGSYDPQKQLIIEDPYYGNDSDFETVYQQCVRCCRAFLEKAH
#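 Assay system: LMPTP-A, protein tyrosine phosphatase of low molecular weight / Medium: pH 6.0 Bis-Tris buffer with DTT and Triton X-100 / Schedule: 50 min enzyme reaction at room temperature, protected from light / Measured by: endpoint fluorescence intensity from OMFP dephosphorylation / Read-out basis: % inhibition relative to no-enzyme and uninhibited control wells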
# CSN inh: CSN deneddylation inhibition | AID 651999 | Purified CSN, SCF-Nedd8-OG deneddylation, fluorescence polarization | Q92905 | 0.38% of 360,000 active | inhibition, % at 12.5 µM;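 active = pattern-corrected inhibition above about 35%, with an unprinted fluorescence ratio check between 0.5 and 1.5, limit read from the data, passing the limit was not always enough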;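 note: 0% = enzyme with substrate and 100% = substrate without enzyme; some results filed as inactive read as strong as hits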
#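 assay system = purified human Csn5 enzyme expressed in HEK293T cells | amount = 0.24 nM enzyme | buffer or medium = Tris/NaCl/DTT buffer, pH 7.5 | reagent = 10 nM SCFSkp2-Nedd8OG | compound = one concentration, 12.5 µM, 0.25% DMSO | times = 90 min reaction at room temperature | signal = FP | read-out basis = % inhibition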
# DNMT1 inh: DNMT1 (human) enzyme inhibition. inhibition (reported as % activation of signal), % at 10 µM. 0.83% of 360,000 active. DNMT1 molecular beacon, Hinp1I cleavage, fluorescence. P26358. AID 588458; in the data active = inhibition above about 50%
# Numbers without * were called inactive; i = inactive; x = no result given; & = joins results of further samples. Compounds were not picked by outcome; about 3.9% have a hit in one of these screens.
no.	SMILES	CSN inh	Rpn11 block	Scp-1 inhibitor	SUMO1-SIM PPI	Tb MetRS inh	LMPTP inh	MsrA inh	STEP inh	NadD block	DNMT1 inh
1	CCc1c(C)c(C#N)c2nc3ccccc3n2c1NCCCN(C)C	-2	i	x	-17	-0.1	1.5	-0.3	1	-5	1
2	CCOC(=O)c1cn[nH]c1NC(=S)Nc1ccc(OC)cc1	-2	i	-10	9	-0.9	-1.2	1.8	2	-2	-2
3	O=C(NCc1ccncc1)Nc1cccc([N+](=O)[O-])c1	3	i	-12	-19	0.6	-0.6	0.7	-1	-6	4
4	Nc1cn(C2OC(CO)C(O)C2O)c(=O)[nH]c1=O (centres undefined)	0	i	14	5	-1.5	-1.0	1.0	21	2	3
5	CCN(CC)C(=O)Cn1cnc2sc(C(=O)Nc3cc(OC)c(OC)c(OC)c3)c(C)c2c1=O	3	i	-10	1	0.6	-0.2	1.9	2	0	3
6	CC(C)(C)n1nnnc1C(c1ccccc1)N1CCN(c2ccccc2)CC1 (centres undefined)	1	x	x	-4	-1.4	-0.3	-0.8	x	-3	x
7	O=C(O)CN1C(=O)C=CC1=O	3	i	x	7	-0.2	-1.9	-0.3	3	0	32
8	O=C(Nc1cnn(Cc2ccc(F)cc2)c1)c1cc(-c2cccs2)on1	1	i	6	2	-0.3	17	x	-1	3	23
9	O=[N+]([O-])c1cccc(-n2nncc2-c2ccccc2)c1	0	i	3	-28	-0.3	-0.9	2.2	0	0	1
10	COCCCNC(=O)Cn1cnc2c(NCc3ccccc3)ncnc21	-6	i	7	0	0.3	-1.5	0.1	4	-3	1
11	CCOc1c2ccc(C(=O)NCc3ccc4c(c3)OCO4)cc2nn1C	2	i	-8	-8	-0.1	-2.1	-0.7	-1	-7	4
12	COc1ccc(Br)cc1S(=O)(=O)n1ccnc1C	-4	i	-2	-3	-0.5	-2.0	0.1	-1	10	-3
13	COc1cc(NC(=O)[C@H]2O[C@@H](n3ccc(N)nc3=O)[C@H](O)[C@@H]2O)cc(OC)c1OC	3	i	x	-4	0.0	-1.4	1.7	-1	-1	1
14	Cc1n[nH]c(C)c1S(=O)(=O)N1CCCC(C(=O)NC2CCCc3ccccc32)C1 (centres undefined)	0	i	-7	0	-0.3	-2.0	-0.5	1	8	0
15	CCC(NC(=S)NCc1ccccc1)C(=O)O (centres undefined)	7	i	-2	2	-0.1	-1.4	-0.6	-1	-1	1
16	COc1ccc(-n2ncc(C(C)NS(=O)(=O)c3cc(C)sc3C)c2C)cc1 (centres undefined)	-1	i	x	5	-0.1	-1.5	1.0	0	-5	-5
17	CN1OC[C@@H]2CN(C(=O)CCc3ccccc3)[C@H](c3cccc(Oc4ccccc4)c3)C[C@@H]21	4	i	0	5	-0.8	0.7	-0.1	-3	3	-1
18	COc1cccc(N/N=C(\C#N)S(=O)(=O)C(C)(C)C)c1	-2	i	1	1	-0.9	0.9	4.7*	1	-2	7
19	COc1ccccc1N1CC(C(=O)Nc2ccc(N3CCOCC3)cc2)CC1=O (centres undefined)	-3	i	-6	0	-0.7	-0.9	0.7	-4	-4	2
20	COc1ccc(/C=N/NC(=O)c2nn(-c3ccccc3)c(=O)c3c(N)scc23)cc1	0	i	38	10	-1.0	-0.3	0.7	0	51*	-6
21	Cc1cccc(C)c1NC(=S)N1CCCN(Cc2ccc(F)cc2)C1	0	i	-2	1	-0.9	-3.7	1.6	-1	2	1
22	CCc1ccccc1OCC(=O)Nc1cccc(S(=O)(=O)NC2=NCCC2)c1	-1	i	-9	5	0.4	-0.5	0.5	-2	-4	-1
23	CN(C(=O)Cn1nnc2ccccc2c1=O)C1CCCCC1	-3	i	5	-4	-1.1	0.0	1.1	0	-4	2
24	O=C(Nc1cccc(C(F)(F)F)c1)Nc1ccc2nc([C@@H]3O[C@H](CO)[C@@H](O)[C@H](O)[C@H]3O)[nH]c2c1	-5	i	x	0	0.7	-0.1	-0.7	-2	0	-2
25	COCCn1c(SCC(=O)NC2CCCC2)nnc1-c1ccco1	-4	i	-6	-1	0.3	0.8	2.0	2	0	2
26	COc1ccc(CNC(=O)CCCc2ccccc2)cc1	3	i	-1	-2	-0.7	-0.1	-0.6	-2	-6	2
27	CCCCn1nc2cc(C(=O)NCc3ccco3)ccc2c1OCC	1	i	1	-6	-0.3	-1.1	0.5	1	-3	1
28	CS(=O)(=O)N1N=C(c2cccs2)CC1c1ccccc1F (centres undefined)	8	i	-4	-1	-0.3	-0.1	-0.7	4	-4	2
29	CC1(C)Cc2c(sc3c2c(=N)n(Cc2ccco2)c(=O)n3CC(=O)Nc2cccc(Cl)c2)CO1	4	i	0	1	1.7	0.7	0.5	2	24	-13
30	CCn1ccc(C(=O)NCCCN2CCCC2=O)n1	3	i	-8	-5	-0.6	0.3	-0.1	-1	-10	-3
31	O=C(COc1ccc(F)cc1F)Nc1cccnc1	-2	i	-5	-2	-0.1	-2.1	-1.6	-4	-8	-3
32	COc1cccc(-c2cnc3c(NC=O)cc(-c4ccc(S(C)(=O)=O)cc4)cn23)c1	3	i	x	-25	0.2	4.0	0.0	3	3	-6
33	CCOc1ccc(S(=O)(=O)NCCCN2CCCC2=O)cc1	3	i	-1	0	1.1	-0.4	1.5	-1	3	6
34	COc1ccc(C(=O)NCCc2ccccc2)cc1OC	1	i	-2	6	-1.2	-0.5	0.2	-2	4	2
35	CCOC(=O)c1c(C)n(C)c2cc(-c3cccc(C(F)(F)F)c3)c(O)cc12	6	i	1	-2	-1.6	-2.3	1.3	1	0	14
36	O=C(NC1CCC(C(=O)O)CC1)OCc1ccccc1 (centres undefined)	-2&0&2	i	-7&-7	11&0&-4	0.9&-1.6&-0.3	-2.2&-0.9&-2.0	1.0&0.8&-1.2	1&4&-2	-2&-6&-3	-1&1&3
37	COc1ccc(-c2ccc3c(c2)C2CC3CCN2C(=O)C2CCCCC2)cc1 (centres undefined)	4	i	-4	3	0.2	5.6	0.8	1	-3	0
38	CSCCC(NC(=O)/C(=C\c1ccc(Cl)cc1)NC(=O)c1ccccc1)C(=O)O (centres undefined)	1	i	-7	0	-0.5	-0.6	-2.0	3	0	9
39	O=C(c1ccc(S(=O)(=O)N2CCOCC2)cc1)N(c1ccccc1)C1C=CS(=O)(=O)C1 (centres undefined)	1	i	-1	0	-1.1	-1.8	x	-1	1	8
40	CC(=O)N(Cc1ccc(F)cc1)Cc1nc2ccccc2c(=O)[nH]1	-2	i	-3	2	-0.6	-0.2	0.6	0	1	0
41	O=C(Nc1cccc(S(=O)(=O)N2CCCCC2)c1)C1CCC1	5	i	-1	2	-0.5	0.7	-1.3	1	-5	1
42	COc1ccc(N2CCN(CCCNC(=O)C(=O)c3c(C)[nH]c4ccccc34)CC2)cc1	0	i	-3	-2	5.9*	-0.1	1.6	3	-1	-5
43	O=C(COC(=O)c1cc(=O)[nH]c2ccccc12)Nc1ccc(F)cc1F	-7	i	-3	-18	-0.3	-1.1	0.6	-1	-1	-4
44	COCCNC(=O)c1ccccc1N(Cc1ccccc1)S(=O)(=O)c1ccc(C)cc1	-5	i	-5	-5	0.6	-0.3	0.0	-2	-4	-1
45	CC(C)[C@H](N)C(=O)NC[C@H](CC(=O)NC[C@H]1CC[C@H](C(=O)O)CC1)c1ccc(Cl)cc1	-1	i	-13	0	-0.2	-0.8	1.3	1	-2	2
46	COc1ccc(-c2ccn(-c3cccc(F)n3)n2)cc1	4	i	-5	-9	-0.4	0.2	1.8	-2	3	-14
47	CCN1C(=O)[C@H]2[C@@H](c3ccc(-c4ccc(Cl)c(Cl)c4)cc3)N[C@@](Cc3ccccc3)(C(=O)OC)[C@H]2C1=O	3	i	-7	-1	-0.1	2.5	-0.2	2	15	-10
48	CCSc1nc2c(c(=O)[nH]c(=O)n2C)n1Cc1ccc(Cl)cc1	2	i	8	-4	-2.3	1.0	0.1	-2	-1	6
49	O=C(CCN1CCN(CCO)CC1)Nc1ccc(C2CCCC2)cc1	0	i	-8	3	0.3	-2.2	-0.9	5	-10	-1
50	Cc1ccc2cc(COC(=O)c3ccco3)c(=O)[nH]c2c1	-2	i	-6	-2	-0.1	-0.4	-0.2	-2	-7	0
51	CNc1cc(-c2cccc(OC)c2F)nc2ccnn12	0	i	x	2	0.0	6.1	0.6	-2	2	4
52	CC(C)NC(=O)COC(=O)/C=C/c1ccco1	3	i	47	-10	-0.9	0.7	2.2	2	2	31
53	COC(=O)C(CCSC)NS(=O)(=O)c1ccc(Cl)cc1 (centres undefined)	-2	i	-4	0	-0.6	-1.2	0.2	-1	-2	0
54	CCOCc1nnc(NC(=O)c2cccs2)s1	3	i	-6	1	-0.5	-2.5	1.2	-4	1	-1
55	CCn1c2ccccc2c2cc(NC(=O)COC(=O)C3CCC(=O)N3)ccc21 (centres undefined)	0	i	-4	-5	-0.1	1.1	1.2	0	4	0
56	O=c1cc(N2CCN(c3cccc(Cl)c3)CC2)[nH]c(=O)n1C1CCCCC1	-1	i	-5	2	-0.2	1.0	-0.3	1	6	3
57	Cc1cc2nc(-c3ccco3)cc(C(F)(F)F)n2n1	-2	i	-9	-4	0.0	-0.2	1.8	0	1	-2
58	CCOC(=O)C1(Cc2ccccc2)CCN(Cc2ccc3c(c2)OCCO3)CC1	-4	i	0	0	0.0	0.3	3.7	-3	1	5

# Filtered by structure: the entries above containing a cyano group (two)
no.	SMILES	CSN inh	Rpn11 block	Scp-1 inhibitor	SUMO1-SIM PPI	Tb MetRS inh	LMPTP inh	MsrA inh	STEP inh	NadD block	DNMT1 inh
1	CCc1c(C)c(C#N)c2nc3ccccc3n2c1NCCCN(C)C	-2	i	x	-17	-0.1	1.5	-0.3	1	-5	1
18	COc1cccc(N/N=C(\C#N)S(=O)(=O)C(C)(C)C)c1	-2	i	1	1	-0.9	0.9	4.7*	1	-2	7
